From PubChem BioAssay
SIRT5 inh – blocks human SIRT5 desuccinylation of peptide. Q9NXA8. Purified SirT5, succinyl-peptide AMC, trypsin-coupled fluorescence. inhibition, % at 15 µM. hit rate 1.1% among 330,000. AID 652115; in the data active means inhibition above about 15%; inconclusive means no clear call, values can overlap the other calls
Target sequence (Q9NXA8 whole entry, looked up): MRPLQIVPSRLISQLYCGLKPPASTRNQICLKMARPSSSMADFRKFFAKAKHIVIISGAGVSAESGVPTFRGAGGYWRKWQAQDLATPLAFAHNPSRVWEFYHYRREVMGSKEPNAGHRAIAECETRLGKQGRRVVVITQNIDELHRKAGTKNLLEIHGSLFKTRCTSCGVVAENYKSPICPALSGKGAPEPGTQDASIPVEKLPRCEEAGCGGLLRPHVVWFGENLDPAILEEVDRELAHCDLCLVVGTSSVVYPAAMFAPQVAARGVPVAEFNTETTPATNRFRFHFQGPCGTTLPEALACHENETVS
Statin myotox sup – suppressors of simvastatin-induced myotoxicity in C2C12 myotubes; rescue of ATP level, % at 7.49 µM; AID 602340; hit rate 0.78% among 330,000; ATP luminescence, 48 h; scaled: DMSO 0, geranylgeraniol control 100;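 active means mean ATP rescue above about 67%, or every replicate alone reaching that limit, limit read from the data, passing the limit was not always enough; inconclusive means no clear call, values can overlap the other calls; inactive means mean under the limit and some replicate under it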;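 further: myotubes were challenged with 10 µM simvastatin during compound exposure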
S100A4 inh HTS – blocks human S100A4 binding to myosin IIA peptide; P26447; S100A4/TAMRA-MyoIIA peptide fluorescence polarization; inhibition, % at 10.7 µM; hit rate 0.14% among 360,000;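 active means mean inhibition of at least 70% across replicates, with every replicate also reaching that level; inconclusive means mean inhibition reaches 70% but some replicates fall short; inactive means mean inhibition below 70%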
Target sequence (P26447 whole entry, looked up): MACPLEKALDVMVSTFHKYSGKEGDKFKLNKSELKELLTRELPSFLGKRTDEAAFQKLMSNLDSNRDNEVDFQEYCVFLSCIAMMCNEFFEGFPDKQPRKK
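System – human S100A4 monomer protein, biochemical binding assay · Buffer or medium – Calcium-containing HEPES buffer, pH 7.2 · Timing – 5 min between mix addition and reading · Also added – TAMRA-labelled myosin IIA heavy-chain peptide probe, 5 nM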
DENV2 CPE rescue – protects cells from dengue virus 2 cytopathic effect. DENV2-infected cells, cytopathic effect rescue, plate reader. CPE inhibition, % at 9.99 µM. hit rate 1.7% among 350,000; in the data active means CPE inhibition above about 20%, passing the limit was not always enough; inconclusive means no clear call, values can overlap the other calls; tested in BHK-21 cells;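 further: 0% = median of neutral control wells and 100% = median of positive control wells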
E-sel inducer – E-selectin induction on HUVECs; P16581; HUVEC E-selectin immunofluorescence imaging; normalized: neutral wells 0, TNF-alpha wells 100; activation, % at 7.58 µM; hit rate 0.37% among 260,000;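 active means mean E-selectin-positive cell signal at least 10% of the positive control, reached in at least 60% of replicates, without over 20% cell loss; inconclusive means no rule given, readout overlaps actives, possibly toxicity-flagged; inactive means the rest, including those meeting only one limit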;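 further: in these data hits start at about 27%; measured in HUVEC primary endothelial cells; signal is the percent of cells scored E-selectin positive by PE staining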
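assay system = HUVEC, human umbilical vein endothelial cells | input = 3,000 HUVEC seeded per well | medium = EGM-2 growth medium on 0.1% gelatin-coated wells | dosing = one compound dose added by pin transfer | signal = immunofluorescence imaging | read-out basis = % PE-positive cells | control set = TNF-alpha, DMSO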
PglD inh – PglD (C. jejuni) enzyme inhibition | purified PglD enzyme, DTNB colorimetric CoA detection | inhibition, % at 12.5 µM | hit rate 0.098% among 360,000 | AID 602405; in the data active means inhibition above about 16%, passing the limit was not always enough; inconclusive means no clear call, values can overlap the other calls; further: strong numbers were not always called active
ERp5 inh – ERp5 (human) disulfide isomerase inhibition; Q15084; inhibition, % at 9.99 µM; ERp5 insulin aggregation, absorbance 650 nm, 90 min; hit rate 0.05% among 350,000;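 active means mean replicate inhibition above about 25%, with every replicate also reaching it, limit read from the data, passing the limit was not always enough; inconclusive means only one of those two criteria met; inactive means neither criterion met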
Target sequence (Q15084 whole entry, looked up): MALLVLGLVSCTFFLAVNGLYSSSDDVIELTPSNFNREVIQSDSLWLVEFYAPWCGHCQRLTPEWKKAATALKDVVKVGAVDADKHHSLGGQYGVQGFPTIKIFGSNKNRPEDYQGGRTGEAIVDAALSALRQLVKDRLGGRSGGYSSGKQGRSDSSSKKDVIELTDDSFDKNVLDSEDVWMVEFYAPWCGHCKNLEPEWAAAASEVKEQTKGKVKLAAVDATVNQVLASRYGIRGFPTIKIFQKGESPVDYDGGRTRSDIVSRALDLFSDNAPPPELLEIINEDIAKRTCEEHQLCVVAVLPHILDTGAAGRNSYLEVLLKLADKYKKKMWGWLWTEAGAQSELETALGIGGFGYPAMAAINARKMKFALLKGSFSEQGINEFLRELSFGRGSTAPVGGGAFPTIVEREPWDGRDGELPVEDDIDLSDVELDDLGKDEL
Numbers without * were called inactive; ? = inconclusive; / = no result given.

SMILES | SIRT5 inh | Statin myotox sup | S100A4 inh HTS | DENV2 CPE rescue | E-sel inducer | PglD inh | ERp5 inh
O=C(COc1ccccc1)Nc1ccc(S(=O)(=O)Nc2ncccn2)cc1 | -1 | / | -1 | -4 | -0.4 | / | 5
O=C(C[C@@H]1C[C@H]2c3cc(NC(=O)Nc4ccccc4F)ccc3O[C@H]2[C@H](CO)O1)NCCc1ccccc1 | 0 | 7 | -6 | -1 | 0.0 | -2 | 15
Cc1cc(C)c(OCC(O)CNC(C)(C)C)c(C)c1 (configuration not stated) | 4 | / | -13 | 1 | / | 9 | 8
Cc1cc(=O)n2[nH]cnc2n1 | -1 | / | 34 | -2 | 26 | / | 0
COc1ccc2[nH]c(C)c(CCNC(=S)Nc3cc(C)ccc3C)c2c1 | -4 | 16 | -3 | -5 | 0.1 | -5 | 0
O=C(c1cc(-c2cccc(Cl)c2)on1)N1CCCC1 | 2 | 36 | -4 | -1 | / | -2 | 3
O=C(NCCc1ccncc1)[C@H]1[C@H](CO)[C@H]2Cn3c(ccc(-c4ccc(F)cc4)c3=O)[C@@H]1N2 | -28 | 6 | -9 | -3 | -0.1 | -1 | -1
CCCc1cc(=O)[nH]c(SCC(=O)Nc2ccc(C)cc2)n1 | 1 | / | 0 | -2 | 3.7 | / | 0
Cc1cccc(-c2ccc3[nH]c4c(c3c2)CCN2C[C@H]3[C@H](C)ON(C)[C@H]3C[C@@H]42)c1 | -2 | -4 | -32 | -7 | 0.3 | 4 | 10
C[C@@H]1CCCCO[C@@H](CN(C)C(=O)Nc2ccc(F)cc2)[C@H](C)CN([C@H](C)CO)C(=O)c2cc(NC(=O)CCCN(C)C)ccc2O1 | 1 | / | 4 | -5 | 0.0 | / | 3
O=C(COC(=O)c1ccccc1[N+](=O)[O-])NNC(=O)c1cccs1 | 1 | / | -3 | 1 | 0.0 | -4 | -16
O=C(Cn1cnc2c(nnn2-c2ccccc2)c1=O)NCc1ccc(F)cc1 | -2 | -49 | -3 | -2 | -0.5 | 3 | 2
CC1(NC(=O)Cc2csc(-c3ccc(Cl)cc3)n2)CCS(=O)(=O)C1 (configuration not stated) | -2 | -6 | -6 | -10 | / | 4 | 1
COc1ccccc1CNC(=O)C[C@@H]1C[C@@H]2c3cc(NC(=O)Cc4ccncc4)ccc3O[C@@H]2[C@H](CO)O1 | -2 | 4 | -4 | 0 | 0.9 | -2 | 2
CC(=O)N1[C@H](C(=O)NC2Cc3ccccc3C2)[C@@H](CO)[C@@H]2Cn3c(ccc(-c4ccncc4)c3=O)[C@@H]21 | -51 | 7 | 1 | 1 | -0.1 | 3 | -4
C[C@H](CO)N1C[C@H](C)[C@H](CN(C)C)Oc2c(NC(=O)Nc3cccc4ccccc34)cccc2C1=O | -7 | / | ? | 34* | / | / | 2
C[C@@H]1CN([C@@H](C)CO)C(=O)c2cc(-c3ccc(C(=O)N(C)C)cc3)cnc2O[C@H]1CN(C)Cc1ccc(C(=O)O)cc1 | -1 | -32 | 5 | 3 | 0.2 | -2 | 1
COCC#Cc1ccc2c(c1)O[C@@H](CN(C)C(=O)COC)[C@H](C)CN([C@H](C)CO)S2(=O)=O | -5 | -1 | 6 | 10 | 0.0 | 5 | -5
CC[C@@H](C)[C@@H](CO)NC(=O)[C@H]1O[C@@H](n2cnc3c(N)ncnc32)[C@H](O)[C@@H]1O | -7 | 9 | -5 | 11 | -0.3 | 2 | 0
O=C(OCc1nnc(-c2ccc([N+](=O)[O-])cc2)o1)C1CCN(C(=O)c2ccc(Cl)cc2)CC1 | -2 | 8 | -1 | 13 | -0.1 | 0 | -2

Part of the list above, with each value named:
> O=C(c1cc(-c2cccc(Cl)c2)on1)N1CCCC1
  SIRT5 inh: 2; Statin myotox sup: 36; S100A4 inh HTS: -4; DENV2 CPE rescue: -1; E-sel inducer: /; PglD inh: -2; ERp5 inh: 3
> O=C(NCCc1ccncc1)[C@H]1[C@H](CO)[C@H]2Cn3c(ccc(-c4ccc(F)cc4)c3=O)[C@@H]1N2
  SIRT5 inh: -28; Statin myotox sup: 6; S100A4 inh HTS: -9; DENV2 CPE rescue: -3; E-sel inducer: -0.1; PglD inh: -1; ERp5 inh: -1
> CCCc1cc(=O)[nH]c(SCC(=O)Nc2ccc(C)cc2)n1
  SIRT5 inh: 1; Statin myotox sup: /; S100A4 inh HTS: 0; DENV2 CPE rescue: -2; E-sel inducer: 3.7; PglD inh: /; ERp5 inh: 0
> Cc1cccc(-c2ccc3[nH]c4c(c3c2)CCN2C[C@H]3[C@H](C)ON(C)[C@H]3C[C@@H]42)c1
  SIRT5 inh: -2; Statin myotox sup: -4; S100A4 inh HTS: -32; DENV2 CPE rescue: -7; E-sel inducer: 0.3; PglD inh: 4; ERp5 inh: 10

Following part.
SMILES | SIRT5 inh | Statin myotox sup | S100A4 inh HTS | DENV2 CPE rescue | E-sel inducer | PglD inh | ERp5 inh
C[C@H]1CN([C@@H](C)CO)C(=O)c2cc(NC(=O)CCC(F)(F)F)ccc2O[C@H]1CN(C)S(=O)(=O)c1cccs1 | 13 | -3 | -15 | 0 | -0.1 | -3 | -3
CSc1sc(-c2n[nH]c(=S)n2C)c2c1C=CCC2 | -4 | 5 | 13 | -3 | 0.4 | -15 | -2
OC[C@H]1Nc2ccc(-c3cccc(F)c3)cc2[C@H]2[C@@H]1CCN2Cc1ccc(F)cc1 | 9 | 9 | -9 | -18 | 0.1 | 4 | 1
COc1ccc(S(=O)(=O)N(C)C[C@H]2Oc3ccc(NC(=O)C4CC4)cc3CC(=O)N([C@@H](C)CO)C[C@H]2C)cc1 | 1 | 8 | 2 | -1 | -11 | -1 | 0
O=C(c1ccco1)N1CCN(Cc2nc(Cc3ccccc3)no2)CC1 | -3 | / | 0 | -2 | 4.4 | / | 4
N/C(=N\OC(=O)CCCC(=O)O)c1ncc(C(F)(F)F)cc1Cl | -1 | 9 | 3 | -7 | 0.1 | / | 0
Cc1cc(Br)ccc1NC(=O)CCS(=O)(=O)c1cccc2nonc12 | -5 | -7 | -3 | 1 | / | -1 | 4
CCOC(=O)c1cnc(/N=C/N(C)C)s1 | 2 | / | -7 | 9 | 3.6 | / | -2
Nc1nc(SCC(=O)N2N=C3/C(=C\c4ccco4)CCCC3C2c2ccco2)n[nH]1 (configuration not stated) | / | / | -6 | -2 | 0.1 | / | 2
Cc1ccc(COc2ccc(C)nc2[N+](=O)[O-])cc1 | -3 | / | -3 | 8 | -0.1 | 4 | -4
CN(Cc1cc(=O)n2ccsc2n1)Cc1nc2ccccc2c(=O)[nH]1 | 4 | 3 | -2 | 3 | 0.4 | -1 | -3
O=C(CCN1CCCCC1)N[C@@H]1C=C[C@H](CC(=O)N2CCC(Cc3ccccc3)CC2)O[C@H]1CO | 15* | 6 | 1 | 3 | -0.7 | 2 | -3
CCCCNC(=O)N(O)C1N(/N=C/c2cccs2)C(=S)SC1(C)C (configuration not stated) | 3 | / | 1 | -10 | -0.2 | / | 6
COc1cccc(C#Cc2ccc([C@@H]3[C@@H](CO)N(C(=O)C4CC4)[C@H]3C#N)cc2)c1 | -3 | 29 | -42 | -3 | 6.6 | -2 | -1
COCCNC(=S)Nc1ccc2nc(N3CCN(C)CC3)cc(C)c2c1 | -4 | 2 | 6 | 12 | 0.3 | -5 | 2
Cc1c(NC(=S)N/N=C/c2ccc(N(C)C)cc2)c(=O)n(-c2ccccc2)n1C | -3 | / | 0 | 12 | -1.7 | / | -2
Cc1cccc(S(=O)(=O)N[C@H]2CC[C@H](CCn3cc(-c4ccccn4)nn3)O[C@H]2CO)c1 | 0 | 14 | -7 | -1 | 0.8 | 2 | -4
O=C(C[C@H]1CC[C@@H]2[C@H](COC[C@H](O)CN2C(=O)c2ccccc2)O1)Nc1nccs1 | 3 | 2 | -8 | -3 | 0.1 | -4 | -1
COCC(=O)Nc1ccc2c(c1)OC[C@@H](C)N(Cc1ccccc1OC)C[C@H](C)[C@H](OC)CN(C)C2=O | 5 | 2 | 12 | 3 | -0.2 | 0 | 6
COc1ccc(Br)cc1CN(C)CC(=O)Nc1ccccc1Cl | -1 | / | 2 | -3 | -0.2 | -5 | -1
COc1cc(C(=O)NCC2(c3ccccc3)CCCC2)cc(OC)c1OC | 1 | 3 | -2 | 3 | / | -6 | 0
COc1cc(/C=N/NC(=O)Cn2nnc3ccccc32)ccc1O | 0 | / | -5 | -7 | / | / | -2
Cc1ccc(C(=O)NNC(=O)c2cccc(C)c2)cc1 | -3 | 3 | -3 | -4 | / | -10 | -3
CC1(c2nc3ccccc3[nH]2)c2ccccc2C(=O)N1Cc1ccccn1 (configuration not stated) | -5 | / | 0 | 17 | 9.5 | / | -1
CN(C)c1ccc(-c2ccnc3c2CC(C)(C(=O)NCc2ccc(F)c(F)c2)O3)cc1 (configuration not stated) | -3 | -5 | 1 | 1 | 0.0 | 0 | 7
CC(C)=CCN1CCN(Cc2cccn2-c2ccccn2)CC1CCO (configuration not stated) | -2 | 1 | -5 | 4 | -0.1 | 1 | -1
CC(C)CC#Cc1ccc2c(c1)O[C@@H](CN(C)S(C)(=O)=O)[C@H](C)CN([C@@H](C)CO)S2(=O)=O | 2 | -43 | -7 | 3 | 1.0 | 2 | 2
CCCn1c(N)c(Sc2ccccc2[N+](=O)[O-])c(=O)n(CCC)c1=O | -3 | -18 | -10 | 5 | 0.0 | 1 | 4
CCN(CC)C(=O)c1cccc(-c2csc(C(C)(O)c3cccc(OC)c3)n2)c1 (configuration not stated) | / | -8 | -1 | 17 | -0.1 | 5 | -1
O=C(Nc1ccccc1)c1sccc1Oc1ccc([N+](=O)[O-])cc1F | -4 | / | -1 | 0 | -0.7 | / | -3
COc1ccc(-c2nnc(N)s2)cc1OC | / | 8 | -1 | 12 | 0.1 | -3 | 0
O=C(Cn1nnc(-c2ccncc2)n1)NCCc1ccccc1 | -1 | 17 | -3 | -5 | / | 4 | 3
O=C(O)C(Cc1cc(Cl)ccc1Cl)Sc1nc2ccccc2[nH]1 (configuration not stated) | 0 | / | -4 | ? | / | 2 | 0
COCC(=O)N(C)C[C@H]1[C@H](c2ccc(-c3ccccc3)cc2)[C@H](CO)N1C(C)=O | 0 | 13 | -34 | 0 | 0.1 | 1 | 6
CC(=O)Nc1ccc(/C=N/NC(=O)c2cccc(S(=O)(=O)N3CCOCC3)c2)cc1 | 0 | / | -4 | 17 | / | / | -2
COc1ccc2c3c([nH]c2c1)[C@@H](CO)N(C(=O)C1CCCCC1)CC31CCN(Cc2nccs2)CC1 | 2 | / | 3 | 5 | 0.6 | / | 8
O=C(COc1ccc(Br)cc1)N1CCN(S(=O)(=O)/C=C/c2ccccc2)CC1 | -1 | / | 1 | -1 | / | / | 4
Cc1ccc(NC(=O)c2cccc(OCc3c(C)noc3C)c2)cc1S(=O)(=O)Nc1ccccc1Cl | 3 | 37 | 25 | -11 | / | 9 | -2
O=C(C[C@@H]1C[C@H]2c3cc(NC(=O)C4CCOCC4)ccc3O[C@H]2[C@@H](CO)O1)NCC(F)(F)F | -2 | 0 | 2 | 1 | 0.7 | -1 | 1
CC(C)NC(=O)N(C)C[C@@H]1OCCCC[C@H](C)Oc2ccc(NC(=O)Nc3ccccc3)cc2C(=O)N([C@H](C)CO)C[C@@H]1C | 5 | / | 10 | 0 | / | 4 | 3
COc1ccc(NC(=O)C2CC(c3c(F)cccc3Cl)=NO2)cc1OC (configuration not stated) | -4 | -3 | -2 | -5 | 0.2 | 1 | 4
CC(C)Cn1nc(C(=O)Nc2cccc(S(=O)(=O)N3CCCC3)c2)c2ccccc2c1=O | 0 | 1 | -6 | 15 | 0.6 | -3 | 3
CNC[C@@H]1OCCCC[C@@H](C)Oc2ccc(NC(=O)C3CCCCC3)cc2C(=O)N([C@H](C)CO)C[C@@H]1C | -3 | 19 | 3 | -2 | -0.2 | 7 | 2
COCCNC(=O)Cn1cc2c(n1)CCCCC2 | -3 | 18 | 3 | 9 | 1.4 | -4 | -4

Some of the compounds tested; rates above refer to the full screens.
